Screening results (PubChem)
SIAE inh: human SIAE inhibitors, primary screen, biochemical, fluorescence polarization, FP-Rh probe, 1536-well HTS; inhibition, % at 9.66 µM; Sialate O-acetylesterase (Homo sapiens), Q9HAT2; 370,000 compounds, 0.69% hits; SIAE FP-Rh probe binding;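 active = inhibition above a cutoff: mean of compounds within the control limits plus 3 SD of those, cut at about 17% in these data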;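 note: 0% = plate median of compound wells and 100% = probe without SIAE protein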
Target sequence (Q9HAT2 whole entry, looked up): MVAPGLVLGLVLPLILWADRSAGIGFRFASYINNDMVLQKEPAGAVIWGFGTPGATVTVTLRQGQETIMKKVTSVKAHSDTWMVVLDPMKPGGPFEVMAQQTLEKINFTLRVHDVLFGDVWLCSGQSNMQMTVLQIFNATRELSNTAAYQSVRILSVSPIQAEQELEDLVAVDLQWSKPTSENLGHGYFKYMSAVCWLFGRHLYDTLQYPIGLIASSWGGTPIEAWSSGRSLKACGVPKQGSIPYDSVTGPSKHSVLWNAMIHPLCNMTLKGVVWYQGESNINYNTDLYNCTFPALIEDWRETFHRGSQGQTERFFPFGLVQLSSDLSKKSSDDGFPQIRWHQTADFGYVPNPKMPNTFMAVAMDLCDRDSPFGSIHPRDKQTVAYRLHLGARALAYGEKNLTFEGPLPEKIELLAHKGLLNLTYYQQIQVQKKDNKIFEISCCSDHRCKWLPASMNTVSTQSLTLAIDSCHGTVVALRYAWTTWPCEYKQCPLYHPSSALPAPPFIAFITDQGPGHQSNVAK
Rev-erbA mod: modulators of Rev-erb alpha DNA binding, primary screen, biochemical, FITC-DNA, fluorescence polarization, uHTS | Nuclear receptor subfamily 1 group D member 1 (Homo sapiens), P20393 | Rev-erbα–FITC-DNA binding, 90 min | activity, % at 10 µM | 370,000 compounds, 0.79% hits;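 active = activity above about 14%, limit read from the data; passing the limit was not always enough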;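 note: 0% = DMSO wells with 35 nM protein and 100% = DMSO wells with 750 nM protein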
ABHD4 inh: ABHD4 inhibitors, primary screen, biochemical, fluorescence polarization, mouse; (Lyso)-N-acylphosphatidylethanolamine lipase (Mus musculus), Q8VD66; purified mABHD4, FP-Rh probe fluorescence polarization; inhibition, % at 8.92 µM; 370,000 compounds, 0.54% hits; AID 720543, 2013;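 active = inhibition exceeding the mean over every tested compound plus 3 SD, cut at about 30% in these data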;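 note: 0% = plate median of compound wells and 100% = S159A mutant with DMSO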
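Assay system: wild-type mouse ABHD4 protein; compound: single nominal dose of 8.92 µM, 0.89% DMSO final; schedule: 45 min + 60 min at 25 °C; measured by: FP readout, ex 525 nm / em 598 nm; evaluation: % inhibition of FP-Rh probe binding versus controls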
TDP2 inh: human TDP2 enzyme inhibitors, primary screen, biochemical, epi absorbance, recombinant enzyme | T5PNP hydrolysis, p-nitrophenol absorbance 415 nm | inhibition, % at 12.8 µM | 370,000 compounds, 0.34% hits | AID 720702, 2013;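 active = inhibition above the mean of all tested compounds plus 3 SD, set per campaign, cut at about 25% in these data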;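 note: 0% = DMSO with enzyme and 100% = buffer with substrate but no TDP2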
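System – recombinant human TDP2 · Quantity – TDP2 enzyme at 120 nM final · Doses – single concentration, 12.8 µM nominal, with 1% DMSO · Incubation – 2 h at 37 °C · Measured by – epi absorbance of p-nitrophenol freed from T5PNP by hydrolysis · Read-out – % inhibition relative to enzyme-containing and enzyme-free wells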
HTRA1 inhibitor: HTRA1 serine protease inhibitors, primary screen, biochemical, fluorescence polarization, HTS; Q92743; recombinant HTRA1, FP-rhodamine activity-based probe; inhibition, % at 5.96 µM; 340,000 compounds, 0.5% hits; in the data active = inhibition above about 36%;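 note: 0% = enzyme with DMSO and 100% = wells lacking enzyme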
rCAG RNA binder: binders of r(CAG) RNA repeats, primary screen, biochemical, fluorescence; r(CAG) RNA repeat, TO-PRO-1 dye displacement fluorescence; inhibition, % at 3 µM; 370,000 compounds, 1.3% hits; AID 651821, 2012;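 active = inhibition above the plate cutoff, the mean of all test compounds on that plate plus 3 SD, cut at about 35% in these data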;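 note: 0% = DMSO alone and 100% = 100 µM mitoxantrone as full dye displacement; higher means more dye released from RNA so lower well fluorescence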
LEDGF integ inh: blockers of LEDGF/p75-dependent integrase strand transfer – biochemical, TR-FRET, high throughput, primary screen | 370,000 compounds, 0.64% hits | HIV-1 integrase (with human LEDGF/p75) | inhibition, % at 3.7 µM | TR-FRET IN-LEDGF/p75 DNA integration, Eu/Cy5 | AID 743269, 2014;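 active = inhibition above the screen-wide mean plus 3 SD, cut at about 13% in these data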;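 note: signal is the Cy5 over europium emission ratio at 671 and 618 nm; 0% = plate median of compound wells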
TCR-CD3 inh: inhibitors of human TCR-CD3 interaction, primary screen, biochemical, fluorescence, TAMRA-labeled TCR probe; AID 651800, 2012; T-cell receptor (TCR); 360,000 compounds, 0.37% hits; inhibition, % at 9.4 µM; in the data active = inhibition above about 19%;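 note: recombinant mutant TCR 2C K166C tagged with TAMRA read by polarization; 0% = receptor in buffer alone and 100% = receptor with positive control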
PRMT1 FP inh: PRMT1 methyltransferase inhibitors, primary screen, biochemical, fluorescence polarization; Protein arginine N-methyltransferase 1 (Homo sapiens), Q99873; recombinant PRMT1, activity-based probe fluorescence polarization; inhibition, % at 2.79 µM; 370,000 compounds, 1.3% hits;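 active = inhibition above about 21% made by adding two undisclosed values, limit read from the data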
Target sequence (Q99873 whole entry, looked up): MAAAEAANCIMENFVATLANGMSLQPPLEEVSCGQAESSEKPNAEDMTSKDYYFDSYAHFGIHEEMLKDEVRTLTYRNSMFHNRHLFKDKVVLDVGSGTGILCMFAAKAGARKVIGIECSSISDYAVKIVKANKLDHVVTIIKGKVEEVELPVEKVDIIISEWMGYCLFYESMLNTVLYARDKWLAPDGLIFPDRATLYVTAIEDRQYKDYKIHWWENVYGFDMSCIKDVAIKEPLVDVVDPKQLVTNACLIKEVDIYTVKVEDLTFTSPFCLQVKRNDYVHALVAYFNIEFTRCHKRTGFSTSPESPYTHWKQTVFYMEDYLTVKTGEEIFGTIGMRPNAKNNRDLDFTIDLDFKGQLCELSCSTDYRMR
PG9 Ab binder: binders of HIV-1 gp120 antibody PG9, primary screen, biochemical, TR-FRET; AID 624416, 2012; TR-FRET gp120-PG9 antibody binding; inhibition, % at 6.7 µM; HIV-1 gp120 / PG9 antibody interaction; 360,000 compounds, 0.43% hits; in the data active = inhibition above about 8.5%
Numbers without * were called inactive; · = not tested or not shown. Not all compounds are listed; count on the stated rates, not on these rows.

smiles | PG9 Ab binder | PRMT1 FP inh | ABHD4 inh | rCAG RNA binder | TCR-CD3 inh | SIAE inh | HTRA1 inhibitor | TDP2 inh | LEDGF integ inh | Rev-erbA mod
COC(=O)C1=C(C)N(CCCC(=O)O)C(=O)NC1c1ccc(OC)cc1 (stereo not given) | 2.9 | -1.8 | 5.0 | 3.6 | -4.1 | -2.8 | 2.7 | 1.8 | -1.1 | -4.2
O=C(NNC(=O)c1ccc(NC(=O)C2CC2)cc1)c1ccc(F)cc1 | 0.0 | 0.8 | -6.4 | -2.1 | -1.4 | 2.6 | -0.6 | -3.0 | -7.3 | -8.2
O=C(OC12CC3CC(CC(C3)C1)C2)c1ccc(NCc2cc(O)ccc2O)cc1 | 0.6 | 19.5 | 20.5 | 25.4 | -9.5 | 5.7 | 22.8 | -0.9 | 0.4 | -5.7
COc1ccc2cc(C(=O)N3CCc4ccccc43)[nH]c2c1 | -1.8 | 0.6 | 2.8 | 6.5 | 6.4 | 3.2 | -11.2 | 17.9 | -0.8 | 15.9
COc1ccc(C(=O)O)cc1S(=O)(=O)Nc1cccc(C(F)(F)F)c1 | 1.2 | 1.1 | 0.8 | 1.7 | -2.2 | -4.9 | 5.2 | -1.3 | 1.2 | -3.0
COc1ccc(C(=O)OCc2c(F)cccc2Cl)cc1S(=O)(=O)N1CCOCC1 | -0.2 | -2.5 | -4.9 | 2.8 | 7.2 | -1.5 | -10.1 | -1.5 | -2.4 | 6.3
COc1ccc(-c2noc(C(=O)NCc3ccccc3Cl)n2)cc1OC | -1.6 | 0.2 | -4.0 | -0.9 | -1.4 | -4.6 | -20.4 | -3.6 | -0.1 | 5.3
Cc1ccc(C(=O)NCc2nnc(SCC(=O)NC(C)c3ccccc3)n2C)cc1 (stereo not given) | 0.9 | 0.1 | 1.9 | -3.5 | -0.1 | 15.2 | -2.7 | 16.0 | -0.6 | -0.7
O=[N+]([O-])c1nccn1CCCCCCCCCCCN1CCOCC1 | -1.2 | -1.8 | 5.5 | -0.6 | 5.4 | 5.2 | · | -2.5 | 1.6 | -0.8
COc1cccc(CN(C)C(=O)c2ccc(Oc3ccccc3)cc2)c1OC | 0.8 | -1.4 | -0.1 | -8.3 | 9.1 | -2.2 | -18.8 | -2.2 | -3.5 | 6.5
O=C(NCc1cccnc1)C1CCN(S(=O)(=O)N2CCOCC2)CC1 | -1.6 | 5.3 | -11.8 | 1.7 | 2.5 | 7.2 | -1.8 | -8.3 | 1.6 | -6.3
O=C(Nc1ncc2c(n1)-c1ccccc1OC2)c1ccc(Cl)cc1Cl | -0.4 | 0.7 | -1.5 | 4.1 | 5.3 | -0.6 | -9.8 | 2.8 | -1.8 | 4.3

Later entries:
smiles | PG9 Ab binder | PRMT1 FP inh | ABHD4 inh | rCAG RNA binder | TCR-CD3 inh | SIAE inh | HTRA1 inhibitor | TDP2 inh | LEDGF integ inh | Rev-erbA mod
Cc1ccc(OCCCCCCN2CCNCC2)c(Br)c1 | -1.4 | -0.3 | 3.9 | 6.0 | -3.7 | 3.9 | 4.6 | -4.5 | 0.7 | 4.8
C=CCc1c(C)nn(CC(=O)O)c1-c1ccccc1 | 0.8 | -1.0 | 1.4 | 3.0 | 10.0 | 2.3 | 1.8 | 0.2 | 0.6 | -1.6
OCC(O)C1OC(Nc2ccc(Cl)cc2)C(O)C1O (stereo not given) | 0.6 | 3.9 | 1.6 | -2.7 | -4.1 | -6.2 | 1.1 | -5.6 | -1.9 | -7.4
CCCCN1C(=O)Cc2c1nc(N)c1c(N)nc(N(CCC)CCC)c(C#N)c21 | 0.2 | 17.2 | 12.3 | 20.8 | 5.3 | 7.3 | 10.2 | -4.7 | -0.7 | 1.5
O=[N+]([O-])c1ccccc1S(=O)(=O)Nc1cccc(-c2ccc(N3CCOCC3)nn2)c1 | -0.1 | -0.8 | 0.2 | 19.8 | -13.4 | 2.7 | 1.1 | -9.0 | -8.4 | 2.1
C=CCn1c(C(C)(C)C)nc2ccccc21 | 0.6 | 0.9 | 7.6 | -3.7 | -8.7 | 5.3 | -4.5 | 5.8 | -3.4 | -4.0
O=S(=O)(NCC(c1cccnc1)N1CCN(Cc2ccccc2)CC1)c1ccc(Cl)cc1 (stereo not given) | -0.7 | 4.3 | -6.5 | -4.0 | 11.8 | -2.6 | 1.2 | -3.4 | -1.5 | -7.8
COc1cccc(NC(=O)CN(C)C(=O)CC(NC(=O)c2ccccc2Cl)c2ccccc2)c1 (stereo not given) | -0.1 | -1.1 | -1.0 | -0.7 | -5.9 | 12.0 | -0.2 | 3.0 | 0.4 | -2.9
COc1ccc2c(Cl)c(C(=O)NCc3ccco3)sc2c1 | 1.9 | 3.3 | -5.2 | 4.1 | -8.2 | 1.9 | -8.8 | 0.4 | -0.4 | 3.8
O=C(c1ccc(F)cc1)C1CCN(Cc2ccccc2F)CC1 | -1.1 | -0.8 | 5.3 | 4.4 | 0.5 | -1.0 | -9.8 | 8.0 | -1.1 | 5.6
CCOc1cccc(C(=O)Nc2cc(-c3nn4c(C)nnc4s3)ccc2C)c1 | 6.1 | -6.1 | 2.1 | 2.0 | 4.6 | 5.0 | -1.9 | 4.3 | 0.1 | -9.4
CC(C)Cn1nc(C(=O)NCc2ccccc2CN2CCCC2)c2ccccc2c1=O | -2.0 | -7.0 | -3.7 | -1.1 | -4.8 | -3.3 | 0.7 | -6.4 | 2.2 | -0.2
CCc1ccccc1NC(=O)CSc1nnc(Cn2nnc3ccccc32)n1C | -1.3 | -1.4 | -0.7 | -1.5 | -0.2 | -2.8 | 1.5 | 14.5 | 3.6 | -10.6
Cc1ccccc1NC(=S)N(Cc1ccccn1)Cc1ccccc1Cl | 0.3 | 0.2 | 1.8 | -6.0 | -1.0 | 3.7 | -14.0 | 3.5 | 0.8 | -6.7

Entries above with a carbonyl joined to an NH by a bond outside any ring (ten):
smiles | PG9 Ab binder | PRMT1 FP inh | ABHD4 inh | rCAG RNA binder | TCR-CD3 inh | SIAE inh | HTRA1 inhibitor | TDP2 inh | LEDGF integ inh | Rev-erbA mod
O=C(NNC(=O)c1ccc(NC(=O)C2CC2)cc1)c1ccc(F)cc1 | 0.0 | 0.8 | -6.4 | -2.1 | -1.4 | 2.6 | -0.6 | -3.0 | -7.3 | -8.2
COc1ccc(-c2noc(C(=O)NCc3ccccc3Cl)n2)cc1OC | -1.6 | 0.2 | -4.0 | -0.9 | -1.4 | -4.6 | -20.4 | -3.6 | -0.1 | 5.3
Cc1ccc(C(=O)NCc2nnc(SCC(=O)NC(C)c3ccccc3)n2C)cc1 (stereo not given) | 0.9 | 0.1 | 1.9 | -3.5 | -0.1 | 15.2 | -2.7 | 16.0 | -0.6 | -0.7
O=C(NCc1cccnc1)C1CCN(S(=O)(=O)N2CCOCC2)CC1 | -1.6 | 5.3 | -11.8 | 1.7 | 2.5 | 7.2 | -1.8 | -8.3 | 1.6 | -6.3
O=C(Nc1ncc2c(n1)-c1ccccc1OC2)c1ccc(Cl)cc1Cl | -0.4 | 0.7 | -1.5 | 4.1 | 5.3 | -0.6 | -9.8 | 2.8 | -1.8 | 4.3
COc1cccc(NC(=O)CN(C)C(=O)CC(NC(=O)c2ccccc2Cl)c2ccccc2)c1 (stereo not given) | -0.1 | -1.1 | -1.0 | -0.7 | -5.9 | 12.0 | -0.2 | 3.0 | 0.4 | -2.9
COc1ccc2c(Cl)c(C(=O)NCc3ccco3)sc2c1 | 1.9 | 3.3 | -5.2 | 4.1 | -8.2 | 1.9 | -8.8 | 0.4 | -0.4 | 3.8
CCOc1cccc(C(=O)Nc2cc(-c3nn4c(C)nnc4s3)ccc2C)c1 | 6.1 | -6.1 | 2.1 | 2.0 | 4.6 | 5.0 | -1.9 | 4.3 | 0.1 | -9.4
CC(C)Cn1nc(C(=O)NCc2ccccc2CN2CCCC2)c2ccccc2c1=O | -2.0 | -7.0 | -3.7 | -1.1 | -4.8 | -3.3 | 0.7 | -6.4 | 2.2 | -0.2
CCc1ccccc1NC(=O)CSc1nnc(Cn2nnc3ccccc32)n1C | -1.3 | -1.4 | -0.7 | -1.5 | -0.2 | -2.8 | 1.5 | 14.5 | 3.6 | -10.6
